mcGAS MS inh: inhibitors of mouse cGAS | Q8C6L5 | inhibition, % at 12.5 µM | 0.18% of 130,000 active | recombinant mouse cGAS, cGAMP by RapidFire MS | AID 1259397;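 active = inhibition of cGAS enzyme activity at or above 60%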;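 note: enzyme stimulated by 45 bp dsDNA with ATP and GTP substrates; cGAMP share of summed cGAMP plus half ATP and half GTP signals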
Target sequence (Q8C6L5 whole entry, looked up): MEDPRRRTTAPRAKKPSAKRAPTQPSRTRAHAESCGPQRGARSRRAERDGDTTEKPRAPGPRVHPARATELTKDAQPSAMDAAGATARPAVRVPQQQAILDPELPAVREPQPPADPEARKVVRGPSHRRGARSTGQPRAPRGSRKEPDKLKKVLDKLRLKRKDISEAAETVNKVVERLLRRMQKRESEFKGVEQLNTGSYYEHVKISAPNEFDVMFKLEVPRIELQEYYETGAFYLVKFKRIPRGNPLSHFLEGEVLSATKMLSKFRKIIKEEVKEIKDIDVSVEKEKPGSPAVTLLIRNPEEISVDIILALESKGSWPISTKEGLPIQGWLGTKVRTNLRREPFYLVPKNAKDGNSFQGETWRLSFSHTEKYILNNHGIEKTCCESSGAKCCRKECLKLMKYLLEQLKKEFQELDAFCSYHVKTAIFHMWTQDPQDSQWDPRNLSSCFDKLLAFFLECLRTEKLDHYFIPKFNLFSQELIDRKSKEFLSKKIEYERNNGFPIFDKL
* = called active by the depositor; & = joins results of further samples. Some of the compounds tested (hit frequency here may not be typical).

mcGAS MS inh	Compound
-12	CC(C(=O)Nc1ccccc1C#N)N(C)Cc1ccc(F)cc1F (centres undefined)
-10	CCCCNC(=O)c1cn(C2CCCCC2)cc(C(=O)NC(c2cccnc2)C(F)(F)F)c1=O (centres undefined)
-11	Cc1cc(CNC(=O)CC2=CCCCC2)no1
-3	O=c1nc2oc3ccc4ccccc4c3cc-2c(=O)[nH]1
-4	Clc1ccccc1CSc1nnc(-c2ccc3c(c2)OCO3)o1
-1	O=C(CN1CCOC1=O)N1CCCC(OCc2ccccc2)C1 (centres undefined)
-5	O=C(N1CCCC1)C1(S(=O)(=O)c2ccc(Cl)cc2)CC1
-8	CC(C)N(C)S(=O)(=O)NCCC(c1ccccc1)c1ccccc1
-9	Cc1cc(-c2nn(-c3ccccc3F)cc2CN(C)Cc2ccon2)c(C)s1
-2	COc1ccc(OCCSCc2nc3sc4c(c3c(=O)[nH]2)CCC(C)C4)cc1 (centres undefined)
-2	O=S(=O)(/C=C/c1ccccc1)Nc1ccc(Cl)cc1F
5	OC=c1ccc2cccc3nc(C(F)(F)F)nc1c23
6	O=C(c1ccccc1)C1CCCN(C(=O)c2cn(Cc3c(F)cccc3F)nn2)C1 (centres undefined)
-20	CCc1ccc(CN(C)C(=O)c2cc(=O)n(C)c(=O)n2C)nc1
-4	O=C1N=c2ccccc2=C1c1sc(=S)n(NC(=O)c2ccccc2)c1O
-8	Nc1cc(N)nc(SCC(=O)NC(=O)NC2CCCC2)n1
-3	O=C(CSC1=NS(=O)(=O)c2ccccc2N1)Nc1nccs1
-12	CN(Cc1ccncn1)c1nccc(CCC(F)(F)F)n1
1	Cc1nc(NCCNS(=O)(=O)c2ccc(F)cc2)cc(N2CCOCC2)n1
0	O=C(NC1CCS(=O)(=O)C1)C1CCCC1 (centres undefined)
1	CC(C)c1nc2ccccc2c2c1C(=O)N(Cc1ccc3ccccc3c1-c1ccccc1)C2=O
-2	O=C(c1csc(COc2cccc(F)c2)n1)N1CCCC1
-6	Cc1ccccc1NC(=O)c1ccc(CN2CCNC(=O)C2)cc1
-11	COc1ccc(CCN(C)Cc2cnc(S(C)(=O)=O)n2CC2CCCO2)cc1OC (centres undefined)
-6	CN(Cc1nc2ccccc2n1C)C(=O)[C@H]1CCCO1
-4	O=C(NCCC1CC2CCC1C2)c1c[nH]c2ccccc2c1=O (centres undefined)
-18	CC(C(=O)N(C)C)N(C)Cc1cc(C(C)(C)C)ccc1O (centres undefined)
-23	Cc1cc(C(=O)N(C)CCC#N)ccc1I
-4	CN(C)c1cccc(C(=O)Nc2cnn(CC(F)F)c2)c1
-6	CCN1C(=O)N(c2cc(C)ccc2C)C2CS(=O)(=O)CC21 (centres undefined)
-1	C=CCNC(=O)c1ccc(N2CCS(=O)CC2)nc1
-3&-1	CS(=O)(=O)c1ccc(NC(=O)C2(c3ccc(F)cc3)CCCC2)cn1
-4	COc1cccc2cc(C(=O)NC3CCC(C)CC3)c(=O)oc12 (centres undefined)
-17	Cc1ccc(NC(=O)CCNC(=O)c2cccc3ccnn23)cc1
-8	Cn1cc(/C=C/C(=O)N2CCCC(N3CCN(c4ccccc4F)CC3)C2)cn1 (centres undefined)
-17	O=C1c2ccccc2C(=O)C1(Cl)[N+](=O)[O-]
-1	Cc1ccc(C(O)CN(C)c2ccc(F)c(F)c2)cc1 (centres undefined)
0	CC1CCC2C(=O)NC(=O)C2C1 (centres undefined)
-10	COc1coc(CN2CCCC(CCc3ccccc3C)C2)cc1=O (centres undefined)
-7	Cc1c(C(=O)NC(C)(C)CO)c(C(F)(F)F)nn1C1CCCN(C(C)C)C1 (centres undefined)
-7	Cc1cc(F)ccc1NCC(=O)N1c2ccccc2NC(=O)CC1C (centres undefined)
-1	Cc1ncsc1CCOC(=O)CC1C2CC3CC(C2)CC1C3 (centres undefined)
0	CCOc1cc(C(=O)Nc2ccc(N3CCN(C)CC3)nc2)cc(OCC)c1OCC
0	CCn1c(C2CC2)nn(CN2CCc3cc(OC)c(OC)cc3C2)c1=S
-19	COc1cc(CN(C)Cc2nc3ccccc3n2C)cc(F)c1O
-1	COC(=O)C1=C(C)N(C)C(=O)NC1c1ccc([N+](=O)[O-])cc1 (centres undefined)
5	COc1ccc(C)cc1CC(=O)Nc1cc(Cl)ccc1F
-5	CCCCCCn1c(SCC=C(C)Cl)nc2c1c(=O)[nH]c(=O)n2C
10	Fc1cc(F)c2c(c1)C1C=CCC1C(c1ccncc1)N2 (centres undefined)
-11	O=C(Nc1ccccc1)Nc1ccc(NC(=O)C2CC(=O)N(c3ccc4c(c3)OCCO4)C2)cc1 (centres undefined)
-23	Cc1ccn2c3c(nc2c1)CNC(=O)CC3c1ccc(C(=O)O)s1 (centres undefined)
6	Cn1cc(NC(=O)C2CCN(c3ccc(F)cc3)C2=O)ccc1=O (centres undefined)
-6	O=C(CSc1ncccn1)OCc1cc(-c2ccc3c(c2)OCCO3)on1
-25	CCCn1c(SC(C)C#N)nnc1-c1ccncc1 (centres undefined)
1	COc1cccc(N2CCN(C(=O)CN3CCCN(C)CC3)C(C)C2=O)c1 (centres undefined)
-1	CCCOCC1CC2(SC(=Nc3ccc(C)cc3)NC2=O)C(=O)O1 (centres undefined)

More results follow.
mcGAS MS inh	Compound
-6	O=C1CCC2(CCCO2)CCN1Cc1csc(-c2ccccc2)n1 (centres undefined)
-4	CCC1CN(C(=O)C(C)SC)CCO1 (centres undefined)
-3	Cc1ccc(C(=O)NC(C)(C#N)CCc2ccccc2)cn1 (centres undefined)
-1	CC(=O)c1c(C)oc2ccc(N(C(C)=O)S(=O)(=O)c3ccc(C)cc3C)cc12
-10	COc1ccc(-c2ccc(=O)n(Cc3cccc4ccccc34)n2)cc1OC
-1	Cc1nnc2n1CCN(C(=O)C1CCCCN1CC(C)C)C2 (centres undefined)
-1	Cc1cccnc1NCCNS(=O)(=O)NCc1ccccc1
-2	Cc1ccn2c(=O)c(NC(=O)c3ccc(C)c(C)c3)c(C)nc2c1
-7	COc1cccc(CC2CN(C(=O)CCn3nc(C)cc3C)CCO2)c1 (centres undefined)
-1	CC(C)(CNC(=O)CC1=CCCCC1)S(C)(=O)=O
7	CC(C)N1CC(C(=O)NCc2ccccc2Cl)CC1=O (centres undefined)
-6	O=C(COC1CCCC1)Nc1ccc2nc(-c3cccc(F)c3)[nH]c2c1
-42	CC(C)OCCCNC(=O)c1cc(F)ccc1N1CCN(C)CC1
1	OCCn1c(CSc2nnc(C3CC3)n2C2CC2)nc2ccc(Cl)cc21
-2	O=C(Cc1csc2nc3sc4c(c3c(=O)n12)CCC4)N(CCO)CCO
0	CC(C)c1ccc(NC(=O)N2CCN(C(C(=O)NCc3ccccn3)C3CCCC3)CC2)cc1 (centres undefined)
-9	CC1(C)CC(=O)c2cc3c(N)c(C(=O)Nc4ccc([N+](=O)[O-])cc4)sc3nc2C1
-5	O=c1c2cnc3ncnn3c2ccn1Nc1ccc(F)cc1
6	CC(CC(=O)Nc1ccc(=O)n(C)c1)c1ccc(F)cc1 (centres undefined)
-13	COc1ccc2c(c1)cc(C(O)c1cccnc1)n2S(=O)(=O)c1ccccc1 (centres undefined)
-7	COC(=O)CC(C)(C)NCc1nc(C)cs1
1	COc1ccc(-c2nn(CN(C)C3CCCC3)c(=S)o2)c(OC)c1
-6	CN1C(=O)N(C)C(=O)C(C2CCC3OCC2O3)(C2CCC3OCC2O3)C1=O (centres undefined)
19	O=C(COc1c(Br)cc(Br)c2cccnc12)N1CCCCC1
3	CCCc1ccc2oc(C(=O)N3CCCC(C(=O)c4cccnc4)C3)c(C)c2c1 (centres undefined)
-7	COCc1nc(C)c(CNC(=O)C(C)n2cnc3ccccc32)s1 (centres undefined)
-3	O=C(NCCC1=CCCCC1)C1CCCN(C2CCN(C(=O)C3CC3)CC2)C1 (centres undefined)
-14	O=c1[nH]c2ccc(N=Cc3cc(Br)ccc3O)cc2[nH]1
-3	CC(CCc1ccc2c(c1)OCO2)=NNc1c([N+](=O)[O-])cc(C(F)(F)F)cc1[N+](=O)[O-]
-3	CCNC(=O)C1(C)CCCN(Cc2cc3ccccc3o2)C1 (centres undefined)
-13	COC(=O)[C@@H]1C[C@@H](NC(=O)c2cc(N)ccn2)CN1C
-5	Cn1nc([N+](=O)[O-])c(C(C#N)c2nc3ccccc3n2C)c(Cl)c1=O (centres undefined)
-11	Cc1ccc(S(=O)(=O)NC(=O)C2(C)CCN2C(=O)Cc2cc(F)ccc2F)nc1 (centres undefined)
-11	CCS(=O)(=O)CC(C)N(C)C(=O)CCc1ccco1 (centres undefined)
-4	Cc1nc2ccccc2nc1N1CCN(C(=O)C(F)(F)C(F)(F)C(F)(F)F)CC1
-3	O=C(C(=O)N1CCC(C(=O)Nc2cccc(-c3ccco3)c2)CC1)c1ccccc1
-22	O=C(O)C1COc2ccc(Br)cc21 (centres undefined)
-4	Cc1cc(C)n(C2CCS(=O)(=O)C2)n1 (centres undefined)
-11	CN(C)S(=O)(=O)c1ccc(Cl)c(S(=O)(=O)N(C)C)c1
1	COC(=O)C(=C/C(C)=C/N(C)C)C(=O)OC

No new results follow: 18 of the compounds above.
mcGAS MS inh	Compound
-6	CN1C(=O)N(C)C(=O)C(C2CCC3OCC2O3)(C2CCC3OCC2O3)C1=O (centres undefined)
19	O=C(COc1c(Br)cc(Br)c2cccnc12)N1CCCCC1
3	CCCc1ccc2oc(C(=O)N3CCCC(C(=O)c4cccnc4)C3)c(C)c2c1 (centres undefined)
-7	COCc1nc(C)c(CNC(=O)C(C)n2cnc3ccccc32)s1 (centres undefined)
-3	O=C(NCCC1=CCCCC1)C1CCCN(C2CCN(C(=O)C3CC3)CC2)C1 (centres undefined)
-14	O=c1[nH]c2ccc(N=Cc3cc(Br)ccc3O)cc2[nH]1
-3	CC(CCc1ccc2c(c1)OCO2)=NNc1c([N+](=O)[O-])cc(C(F)(F)F)cc1[N+](=O)[O-]
-3	CCNC(=O)C1(C)CCCN(Cc2cc3ccccc3o2)C1 (centres undefined)
-13	COC(=O)[C@@H]1C[C@@H](NC(=O)c2cc(N)ccn2)CN1C
-5	Cn1nc([N+](=O)[O-])c(C(C#N)c2nc3ccccc3n2C)c(Cl)c1=O (centres undefined)
-11	Cc1ccc(S(=O)(=O)NC(=O)C2(C)CCN2C(=O)Cc2cc(F)ccc2F)nc1 (centres undefined)
-11	CCS(=O)(=O)CC(C)N(C)C(=O)CCc1ccco1 (centres undefined)
-4	Cc1nc2ccccc2nc1N1CCN(C(=O)C(F)(F)C(F)(F)C(F)(F)F)CC1
-3	O=C(C(=O)N1CCC(C(=O)Nc2cccc(-c3ccco3)c2)CC1)c1ccccc1
-22	O=C(O)C1COc2ccc(Br)cc21 (centres undefined)
-4	Cc1cc(C)n(C2CCS(=O)(=O)C2)n1 (centres undefined)
-11	CN(C)S(=O)(=O)c1ccc(Cl)c(S(=O)(=O)N(C)C)c1
1	COC(=O)C(=C/C(C)=C/N(C)C)C(=O)OC

(more compounds)
mcGAS MS inh	Compound
-6	CC(C)(C)C1c2[nH]c3ccccc3c2CCN1CCCC(F)(F)F (centres undefined)
-12	C=C(C)[C@@H]1CC=C(CN2CCC(Oc3cc(OC)ccc3C(=O)NC3CC3)CC2)CC1
-7	Cn1c(=O)c2c(ncn2CCN2CCC(c3c[nH]c4ccccc34)CC2)n(C)c1=O
-2	CC(C)n1cnnc1SCC(=O)NC1CCN(C(=O)c2ccccc2)CC1
-4	CN(C)C(=O)c1nnc2n1CCN(C(=O)c1ccccc1Cl)C2
-11	Cc1sc2c(c1C)CN(C1CCC(C)CC1)CN2C(=O)c1ccco1 (centres undefined)
-9	Cc1nn(S(=O)(=O)c2ccc(Cl)cc2)c(C)c1S(=O)(=O)N1CCCC(C)C1 (centres undefined)
-10	CCCCNC(=O)Cn1cnc(-c2ccc(OCC)cc2)cc1=O
-1&1	NC(CO)C(=O)NNCc1ccc(O)c(O)c1O (centres undefined)
-3	Cc1cc(C)n(-c2ccc(N(C)CCNS(C)(=O)=O)nc2)n1
0	Cc1ccccc1N=c1scc(-c2ccccc2)n1N1CCOCC1
16	CCCCn1c(N)c(N(CCC(C)C)C(=O)CSc2nnc(C)s2)c(=O)[nH]c1=O
4	COc1ccccc1CC(=O)N1Cc2ccccc2-c2ccccc21
-5	O=C(O)CCCCC1SCC2NC(=O)NC21 (centres undefined)
3	CCc1cc2c(Nc3cccc(C(=O)O)c3)nc(C(C)C)nc2s1
-3	O=[N+]([O-])c1ccc(NN=Cc2ccc[nH]2)c([N+](=O)[O-])c1
0	COc1ncccc1C(=O)N1CCC(CO)(Cc2cccc(C(F)(F)F)c2)CC1
0	O=C(Cn1c2c(c3ccccc31)CCC2)NCc1cccs1
-4	O=C(NCCn1cc(SCC(=O)N2CCc3ccccc32)c2ccccc21)c1ccc(F)cc1
4	CC(C)CN1C(C2CCCC2)=NS(=O)(=O)c2cc(N)ccc21
-14	O=C(O)c1cccc(N2C(=O)CSC2c2ccccc2C(F)(F)F)c1 (centres undefined)
-17	O/N=C\c1ccc(-c2ccc(O)c(F)c2)c(Cl)c1O
-18	Cc1c(NCc2cccnc2)cccc1C(=O)N(C)Cc1nccn1C
-8	CC(C)N1CCN(C(=O)CCNC(=O)c2cccc3ccnn23)CC1
-1	CC(c1nc(C2CC2)no1)N1CCC(Cc2cnn(C)c2)C1 (centres undefined)
-6&2	N#Cc1cnn(C(=O)C2CC2c2cccc(C(F)(F)F)c2)c1N (centres undefined)
-13	CN1C(=O)N(C)C2C1NC(=O)N2CCCC(=O)O (centres undefined)
-4	CN(Cc1ccc(C(N)=O)cc1)Cn1ncc2ccccc2c1=O
-10	O=C(C1CCCC1)N1CCN(c2ccc(-n3cccn3)nn2)CC1
-8	CCOC(=O)C1(C)CCCCN1C(=O)CCc1cccs1 (centres undefined)
-6	CCC(C)(C)C1CCC2(CC1)N=C(N)Nc1nc3cc4c(cc3n12)OCCCO4 (centres undefined)
0	O=C(C1CCCN1S(=O)(=O)c1cccc(Cl)c1Cl)N1CCOCC1 (centres undefined)
1	Cc1ccc(-c2ccc(NCc3ccccc3Cl)nn2)cc1S(N)(=O)=O
-11	COCCNC(=O)COc1ccc(OCCNC[C@H](O)COc2ccccc2)cc1

Assay outcomes from PubChem BioAssay.
